GLP-1R agonist – agonists of human GLP-1 receptor; HEK293 GLP-1R CRE-luciferase, luminescence, 4-6 h; cells express a hypersensitive GLP-1R form; AID 624172; Potency, µM (titrated, usually from 45.6 µM), for inactives: top-dose activation, actives largely listed as activators; P43220; hit rate 0.007% among 380,000; note: potency is the fitted concentration of half-maximal effect; % of control where 0% means no effect
Target sequence (P43220 whole entry, looked up): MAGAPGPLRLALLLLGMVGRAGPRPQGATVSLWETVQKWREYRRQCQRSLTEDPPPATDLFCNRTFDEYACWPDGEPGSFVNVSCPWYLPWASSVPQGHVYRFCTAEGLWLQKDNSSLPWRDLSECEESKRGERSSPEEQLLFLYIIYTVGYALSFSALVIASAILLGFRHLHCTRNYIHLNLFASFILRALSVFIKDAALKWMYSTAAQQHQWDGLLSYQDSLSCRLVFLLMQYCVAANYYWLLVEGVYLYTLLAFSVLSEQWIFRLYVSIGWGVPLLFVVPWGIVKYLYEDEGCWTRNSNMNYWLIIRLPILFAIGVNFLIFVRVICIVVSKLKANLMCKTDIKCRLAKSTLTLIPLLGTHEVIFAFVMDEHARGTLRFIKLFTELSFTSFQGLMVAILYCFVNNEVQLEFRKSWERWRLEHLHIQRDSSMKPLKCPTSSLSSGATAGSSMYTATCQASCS
GLP1R cytotox – cytotoxic in the GLP-1 receptor inverse agonist counter-screen; HEK293 cAMP-luciferase reporter cells, luminescence, 24 h; Potency, µM (series often up to 38.3 µM), for inactives: at the top dose activity change, negative = inhibition, actives largely listed as inhibitors; hit rate 0.13% among 410,000;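 note: loss of luciferase light is scored as toxicity; potency is the fitted concentration of half-maximal effect; % is set by controls: 0 for no effect and ±100 for the full control effect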
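Luminescence readout: signal drop marks cytotoxicity. Plated cells grew 12 h at 37 °C, 5% CO2, received 23 nL compound for 24 h, then got luciferase reagent, read after 12 min at RT.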
IL-2 act – IL-2 activation; IL-2 activation reporter assay, cell-based qHTS; stimulated with anti-CD3/CD4/CD28 beads; in transgenic mouse T cells; activation, % (series mostly up to about 46 µM); hit rate 0.065% among 360,000; AID 652025; in the data active = activation above about 50%; inconclusive = mostly about 30% to 49%; note: 0% is about no effect
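Quantitative HTS in unstimulated transgenic mouse T cells, with memory T cells as non-tolerant control and PMA/ionomycin as tolerance-bypass control. Compound pretreatment lasted 60 minutes before 18 h bead stimulation; EGFP/DsRed fluorescence read.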
WRN inhibitor – blocks human WRN helicase | Q14191 | WRN helicase unwinding, fluorescent forked duplex, kinetic | Potency, µM (series often up to 114 µM), for the others: top-dose activity change, negative = inhibition, hits mostly inhibitors | hit rate 0.46% among 360,000; note: potency is the fitted concentration of half-maximal effect; % is set by controls: 0 for no effect and ±100 for the full control effect; nearly all actives have a fitted effect of over 55% in size
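WRN at 20 nM final preincubated with compound 15 min at room temperature; reaction started with 100 nM fluorophore/quencher forked duplex oligonucleotide and 2 mM ATP final. Unwinding followed kinetically by red fluorescence (ex 525, em 598 nm).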
PLK1 PBD inh – inhibitors of human PLK1 polo-box domain binding. Potency, µM, for inactives: max response, negative = inhibition, most hits filed as inhibitors. hit rate 2.8% among 360,000. AID 720504. Plk1 PBD binding of FITC phosphopeptide, fluorescence polarization. P53350; note: potency is the fitted concentration of half-maximal effect; series mostly up to about 57 µM; % is set by controls: 0 for no effect and ±100 for the full control effect; nearly all actives have a fitted effect of over 65% in size
PI5P4K alpha inh – PI5P4K alpha (human) kinase inhibition; P48426; PI5P4Kalpha enzyme, ADP-Glo luminescence, 60 min; hits give low values; max response, %; hit rate 1.2% among 330,000; AID 652105; active = max response of -50% or lower; inconclusive = between -30% and -50%; inactive = -30% or higher; note: value at the top dose of about 77 µM; % is set by controls: 0 for no effect and ±100 for the full control effect
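Enzyme plus substrate dispensed, test compounds pinned in, then ATP (5 microM final) added. After 60 min at RT, ADP-Glo reagent 1 for 45 min and reagent 2 for 30 min preceded luminescence imaging.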
D3 ag – activates the human D3 dopamine receptor. hit rate 0.58% among 410,000. P35462. max activation, %. D3R DiscoveRx beta-arrestin cells, luminescence, 90 min; in the data active = max activation above about 30%; note: 0% is about no effect; mostly tested at two doses, the higher about 12 µM
Target sequence (P35462 whole entry, looked up): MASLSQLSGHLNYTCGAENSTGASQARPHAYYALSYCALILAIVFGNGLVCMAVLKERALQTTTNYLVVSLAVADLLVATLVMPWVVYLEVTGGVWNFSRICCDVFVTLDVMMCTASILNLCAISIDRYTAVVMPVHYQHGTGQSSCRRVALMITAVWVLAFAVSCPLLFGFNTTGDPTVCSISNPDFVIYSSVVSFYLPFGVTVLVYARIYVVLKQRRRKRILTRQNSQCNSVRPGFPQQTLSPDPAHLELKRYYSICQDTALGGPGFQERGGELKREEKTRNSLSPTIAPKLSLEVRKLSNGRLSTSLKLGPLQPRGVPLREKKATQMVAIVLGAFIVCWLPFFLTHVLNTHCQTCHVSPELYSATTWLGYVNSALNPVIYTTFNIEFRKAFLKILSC
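Agonist-mode cell screen: cells plated at 1500/well and incubated overnight at 37 °C, then exposed to library compounds for 90 min at 37 °C. Detection reagent was added for 30–60 min at room temperature, and luminescence was read.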
GLP1R inv ag – acts as inverse agonist at human GLP-1 receptor; P43220; HEK293 GLP-1R CRE-luciferase, luminescence, 24 h; GLP-1R form is constitutively active; Potency, µM (doses to about 38.3 µM), for inactives: at the top dose activity change, negative = inhibition, usual class: inhibitors; hit rate 1.6% among 410,000; note: potency is the fitted concentration of half-maximal effect; % is set by controls: 0 for no effect and ±100 for the full control effect; nearly all actives have a fitted effect of over 55% in size
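Seeding at 200 cells/uL, 12 h culture, 24 hr compound treatment, then luciferase reagent and a luminescence read; cells are HEK293 stably expressing a constitutively active GLP-1R plus cAMP-responsive luciferase.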
D3 antag – D3 dopamine receptor (human) antagonism; hit rate 2.5% among 360,000; AID 652054; max response, negative = inhibition, %; D3R cells, DiscoveRx beta-arrestin luminescence, antagonist mode; hits give low values; P35462; in the data active = max response below about -50%; inconclusive = no clear call, values can overlap the other calls; note: % is set by controls: 0 for no effect and ±100 for the full control effect; mostly tested at two doses, the higher about 12 µM
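Cells plated overnight at 1500 cells/well, then exposed to library compounds with dopamine controls for 90 minutes at 37 degrees C. DiscoveRx reagent added for 30–60 minutes at room temperature; luminescence read, quantitative HTS format.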
* hit, by the source's call; ? = inconclusive; nt = no result given; & = joins results of further samples; [ ] = remark or other dose. Unless noted, calls come from the whole dose curve; as a rule, active = well fitted curve in the direction sought with a large enough effect; inconclusive = small, poorly fitted or top-dose-only effect, or another doubt; inactive = no such curve, though single readings can be large; an effect the other way counts as inactive or inconclusive.

SMILES	GLP-1R agonist	GLP1R cytotox	IL-2 act	WRN inhibitor	PLK1 PBD inh	PI5P4K alpha inh	D3 ag	GLP1R inv ag	D3 antag
CC1(C)Cc2c(C#N)c(N)n(-c3ccccc3)c(=O)c2CO1	-7%	1%	1.5	-2%	5%	-1	1	46%[activator]	15
CSc1nc(-c2ccccc2)nc(N2CCOCC2)c1C(C)=O	20%	10%	-1.5	-4%	8%	6	3	?	2
C1=CC2c3ccccc3NC(c3ccncc3)C2C1 (stereo not drawn)	0%	-10%	-0.6	-28%	?	-57*	5	10%	-4
COc1cc2c(cc1OC)CN(C(=O)CSc1ccc(F)cc1)CC2	-1%	6%	-0.5	5%	?	-3	-4	10%	-7
COc1cc(OC)cc(C2=Cc3ccccc3C(CC(C)=O)N2c2ccc(-c3cccs3)cc2)c1 (stereo not drawn)	-4%	6%	-0.1	1%	1%	14	3	-8%	5
Cc1ccc(C(=O)CSc2nnc(C)s2)cc1	-3%	13%	1.6	-9%	-2%	0	-4	-17%	-2
COc1cccc(NC(=O)C2CCN(S(=O)(=O)c3ccc4[nH]c(=O)oc4c3)CC2)c1	-1%	-16%	-2.8	-6%	-10%	0	3	1%	-24
CC(C)CCc1noc(CN2CCN(c3ccc(Cl)cn3)CC2)n1	14%	-14%	-1.3	10%	-5%	0	0	-16%	-2
O=C(c1cc2ccccc2o1)c1nc2c(n1O)CCCCC2	-9%	-24%	-2.5	5%	-17%	-2	-4	-21%	-79*
COc1ccc(OC)c(C(=O)CCCCC(=O)c2cc(OC)ccc2OC)c1	-3%	-1%	-2.4	0%	-3%	1	6	-2%	17

Results in PLK1 PBD inh and IL-2 act, for 2 of the compounds above:
Structure | PLK1 PBD inh | IL-2 act
Cc1ccc(C(=O)CSc2nnc(C)s2)cc1 | -2% | 1.6
COc1cccc(NC(=O)C2CCN(S(=O)(=O)c3ccc4[nH]c(=O)oc4c3)CC2)c1 | -10% | -2.8

(further entries)
SMILES	GLP-1R agonist	GLP1R cytotox	IL-2 act	WRN inhibitor	PLK1 PBD inh	PI5P4K alpha inh	D3 ag	GLP1R inv ag	D3 antag
Cn1c(SCC(=O)NCc2ccc3c(c2)OCO3)nc2c(c1=O)SCC2	-22%	6%	-0.9	-12%	0%	-11	2	32%[activator]	-13
COC(=O)/C=C/S(=O)(=O)c1ccc(NC(C)=O)cc1	1%	6%	-2.2	3%	-10%	0	-3	43%[activator]	-4
CN(C)c1ccc(C=c2c3ccccc3n3c2cc(-c2ccc(Cl)cc2)[n+]3C)cc1	-5%	?	2.0	28µM*	30µM*	-57*	-6	?	-19
c1ccc(CNc2ncnc3sc4c(c23)CCCC4)nc1	9%	-1%[7.66 µM]	-0.5	4%	3%	-9	5	5%[7.66 µM]	9
N#C/C(=C\c1ccc(OCc2ccc(C(=O)O)cc2)cc1)C(=O)NCc1ccccc1	-5%	0%	6.9	-17%[57.1 µM]	?	-1	-5	17%	7
Cc1ccc(CNC(=S)Nc2ccc(OC(F)F)cc2C)cc1	7%	?	-0.2	10%	0%	-2	0	?	-10
Cn1c(-c2ccccc2)cc(=O)n1-c1ccccc1	2%	6%	0.3	-5%	-5%	-5	-14	2%	-20
COc1ccccc1C1CCCN1Cc1nc(-c2cc3c(cc2Cl)OCO3)oc1C (stereo not drawn)	5%	4%	-0.4	0%	-6%	0	-2	?	-9
COCCNC(=O)c1ccc(C2SCC(=O)N2CCc2ccccc2)cc1 (stereo not drawn)	-4%	8%	1.4	1%	4%	-2	2	4%	-9
CCC(=O)N(Cc1cc(=O)[nH]c2ccccc12)c1ccccc1	17%	-3%	-1.7	2%	-12%	?	-10	-2%	-8
COc1ccc(NC(=O)[C@@H](NS(=O)(=O)c2cccc(Cl)c2)C(C)C)cc1S(=O)(=O)N1CCOCC1	-4%	5%	0.1	-5%	5%	-4	4	18%	34
CCOC(=O)C1C(CC)NC(=S)NC1(C)O (stereo not drawn)	-4%	0%	0.0	1%[57.1 µM]	-8%	-2	-2	6%	-22
Cc1cc(-n2nc(C)cc2C)n2ncc(-c3ccccc3)c2n1	2%	-1%	-2.3	9%	-3%	-2	-3	-19%	18
COc1ccc(C)cc1N(CC(=O)N1CCCC1)S(=O)(=O)c1ccccc1	12%	-4%	1.4	-5%	-8%	4	3	37%[activator]	6
CCCCN1C(=O)CCC(C(=O)O)C1c1ccccc1 (stereo not drawn)	-10%	2%	1.3	7%	-2%	nt	-4	5%	10
CCOc1ccccc1C(=O)NC(C(=O)OCC(=O)Nc1nnc(-c2ccccc2)o1)C(C)C (stereo not drawn)	-27%	10%	0.3	-18%	-18%	-1	8	-10%	12
Cc1cccc(-n2c3nc(=O)n(C)c(=O)c-3cc3c(Cl)cccc32)c1C	0%	-4%	nt	nt	nt	nt	0	6%	nt
O=S(=O)(NCc1ccc(F)cc1)c1ccc2c(c1)OCCO2	4%	-11%	-3.8	-4%	-6%	-1	0	7%	-7
Cc1cc(Nc2ccc(F)cc2C)n2ncnc2n1	8%	6%	-1.9	-4%	-7%	2	2	16%	-21
Cc1ccc(Cl)cc1N1CCN(C(=O)c2ccc3c(c2)N(Cc2ccccc2F)C(=O)c2ccccc2S3=O)CC1 (stereo not drawn)	-1%	-5%	nt	nt	nt	nt	0	1%	nt
CCCOc1ccc(C(=O)NCCc2ccccc2)cc1	1%	-2%	-0.4	-8%	5%	5	16	?	13
Cc1cccc(OCCNC(=O)c2cc(C3CC3)nc3c2cnn3C(C)C)c1	5%	-9%	-3.7	22%	-2%	-8	-7	1%	7
COc1ccc(NC(=O)/C(=C\c2cc(OC)c(OC)cc2[N+](=O)[O-])NC(=O)c2ccccc2)cc1	-20%	-6%	-0.4	0%	-3%	-4	-1	7%	?
CCCN(Cc1ccccc1)C(=S)Nc1ccc(C(C)=O)cc1	2%	-11%	-1.1	-6%[57.1 µM]	-4%	-6	-8	?	-28
c1ccc(CCc2cccnc2)cc1	-3%	2%	0.1	-5%	-1%	-2	2	13%	1
CCOc1cccc(/C=C/c2cc(C(=O)O)c3ccccc3n2)c1OC	-2%	3%	-0.5	2%	-1%	0	1	-3%	-21
O=C(CC1(O)C(=O)Nc2ccccc21)c1ccccc1O (stereo not drawn)	-15%	-14%	0.2	0%	-7%	-8	-5	0%	-23
c1ccc(C[C@H]2CN=C(Nc3ccccc3)N2CC2CCCC2)cc1	14%	-28%	6.6	-6%	-14%	3	-6	?	1
COCc1[nH]nc2c1C(c1sccc1C)C(C#N)=C(N)O2 (stereo not drawn)	-10%	-8%	0.1	11%	-29%	3	2	13%	-1
COC(=O)CC1C(=O)NCCN1C(=O)CSc1nnnn1-c1ccc(Cl)cc1 (stereo not drawn)	8%	0%	-0.7	-1%	-12%	-10	-1	4%	-4

Brought forward from above: 2 entries, then new ones.
SMILES	GLP-1R agonist	GLP1R cytotox	IL-2 act	WRN inhibitor	PLK1 PBD inh	PI5P4K alpha inh	D3 ag	GLP1R inv ag	D3 antag
COCc1[nH]nc2c1C(c1sccc1C)C(C#N)=C(N)O2 (stereo not drawn)	-10%	-8%	0.1	11%	-29%	3	2	13%	-1
COC(=O)CC1C(=O)NCCN1C(=O)CSc1nnnn1-c1ccc(Cl)cc1 (stereo not drawn)	8%	0%	-0.7	-1%	-12%	-10	-1	4%	-4
COc1ccc(NC(=O)/C(C#N)=C/c2cc(C)n(-c3ccc(N4CCOCC4)c([N+](=O)[O-])c3)c2C)cc1	0%	15%	-1.7	-17%	-5%	-3	-9	16%	-11
COc1ccc(N(C(=O)CNC(=O)c2ccco2)C(C(=O)NCC2CCCO2)c2ccccc2)cc1Cl (stereo not drawn)	7%	-8%	3.1	-5%	-13%	4	16	5%	8
CCOc1ccccc1Cn1c(=O)oc2ccc(C)cc21	1%	29%	6.2	-23%	-5%	-7	-5	?	0
O=S(=O)(c1ccccc1)c1cnn(-c2ccccc2)c1-c1ccc(Cl)cc1	0%	4%	-0.3	-15%	-7%	-4	-4	-43%	-26
Cc1ccc(C)c(NC(=O)CN(C)C(=O)C2=NNC(=O)CC2)c1	-8%	1%	0.7	7%	2%	0	1	20%	-8
O=c1cc(N2CCc3ccccc3C2)[nH]c(=O)n1Cc1ccc(F)cc1	2%	0%	-1.9	-5%	-9%	nt	-13	2%	-15
CC1CCN(C2CCN(S(=O)(=O)c3ccc(C(F)(F)F)cc3)CC2)CC1	3%	6%	-1.4	4%	-9%	-2	-9	?	-11
Cc1ccc(Sc2cc(N3CCOCC3)nc(-c3ccccc3)n2)cc1	13%	30%[activator]	2.5	-7%	-4%	7	6	16%	64
O=Cc1ccc(N2N=C(c3ccccc3)CC2c2ccccc2)cc1 (stereo not drawn)	11%	335%[activator]	-3.9	-11%	2%	1	4	?	0
CC1(C)CC(=O)C(C=NCCN2CCN(CC(=O)Nc3ccc(F)cc3)CC2)=C(O)C1	4%	0%	3.8	5%	5%	0	-4	-5%	14
Cc1cc(C)c(S(=O)(=O)NC2CC(C)(C)NC(C)(C)C2)cc1C	-1%	-3%	1.2	-2%[57.1 µM]	4%	4	2	?	-28
Clc1ccccc1CNCc1ccc2c(c1)OCO2	20%	2%	-2.8	1%	-15%	-3	3	-9%	-11
COc1ccc(-c2cn[nH]c2C)cc1	0%	-20%	-2.8	-2%	-1%	7	6	-3%	12
Cc1ccc(NC(=O)c2ccccc2Cl)cc1-n1cnnn1	5%	0%	-4.2	3%	1%	-3	1	-14%	7
OCCNCCNCc1ccccc1OCc1ccccc1	0%	-31%	1.0	4%	-5%	-2	-5	?	-7
COc1ccccc1CNS(=O)(=O)c1ccc(-c2cnc(C3CC3)o2)cc1	10%	-30%&-29%	0.0	-7%	-10%	2	-7&-13	?	-1
O=C(CSc1nnc(CCCO)n1-c1ccccc1)Nc1nccs1	-7%	-15%	-0.5	2%	-1%	nt	20	48%[activator]	17
COc1cc(CNCCSc2nnnn2C)ccc1OCc1c(F)cccc1Cl	3%	-1%	nt	nt	nt	nt	-12	?	nt
CC1(C)CC(c2nc(-c3ccc(Cl)cc3)cs2)CCS1 (stereo not drawn)	-12%	11%	-2.9	-10%[57.1 µM]	-1%	3	-3	?	3
COC(=O)C(CO)NC(=O)C(C)NC(=O)CNC(=O)OCc1ccccc1 (stereo not drawn)	1%	-9%[7.66 µM]	1.3	5%	-8%	0	3	-1%[7.66 µM]	5

Source: PubChem
